TSG101-PTAP inh: blocks PTAP binding to human TSG101, validation; Fluorescence polarization, FITC-PTAP peptide/Tsg101, 20 min; Potency, µM (highest dose often 115 µM), without a hit: at the top dose activity change, negative = inhibition, hits mostly inhibitors; 44,000 tested, under 10 active; AID 1347069; also: potency is read from the fitted curve at half-maximal effect; 0% is about no effect
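The Tsg101 binding domain, at 10 uM final, is mixed with compound and a FITC peptide bearing the PTAP motif (50 nM final). After 20 min at r.t., polarization is measured; actives defined by CRC class, efficacy cut-off 60% inhibition.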
FH mod: Identification of activators of human fumarate hydratase by quantitative high-throughput screening. Fumarate hydratase, mitochondrial (Homo sapiens), P07954. FH coupled MDH/diaphorase resazurin fluorescence, 15 min. Potency, µM (top dose mostly 79.9 µM), inactives show top-dose activity change, negative = inhibition, usual class: inhibitors. 0.22% of 54,000 active. AID 1347055, 2019; also: potency is read from the fitted curve at half-maximal effect; % is scaled to controls: 0 for no effect and ±100 for the full control effect; the screen sought activators but most active calls are inhibition curves; nearly all actives have a fitted effect of over 45% in size
GALK inh: GALK (human) enzyme inhibition. recombinant GALK, Kinase-Glo ATP luminescence, 1 h. Potency, µM (titrated, usually from 57.5 µM), for the others: top-dose activity, negative = inhibition, actives largely listed as inhibitors. 44,000 tested, under 10 active. P51570. AID 1347072;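 also: plate controls were full GALK reaction for no effect and reaction lacking GALK for full effect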
Target sequence (P51570 whole entry, looked up): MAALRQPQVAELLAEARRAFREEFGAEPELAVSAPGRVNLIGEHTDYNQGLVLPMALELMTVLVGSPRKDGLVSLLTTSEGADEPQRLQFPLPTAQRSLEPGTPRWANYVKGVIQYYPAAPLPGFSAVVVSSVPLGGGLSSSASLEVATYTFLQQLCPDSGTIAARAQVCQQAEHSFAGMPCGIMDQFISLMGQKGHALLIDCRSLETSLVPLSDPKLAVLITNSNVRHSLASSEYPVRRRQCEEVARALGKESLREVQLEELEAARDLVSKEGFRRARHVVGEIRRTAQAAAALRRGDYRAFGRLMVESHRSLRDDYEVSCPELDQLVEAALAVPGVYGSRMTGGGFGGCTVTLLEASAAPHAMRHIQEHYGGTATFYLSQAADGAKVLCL
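Reactions with and without enzyme served as controls. GALK at 5 nM phosphorylates 100 uM galactose using 35 uM ATP (HEPES pH 8.0, Mg2+) for 1 h at RT, with luminescence read 10 min after adding Kinase-Glo Plus.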
p53null 39C kill: selectivity test: cytotoxicity in p53 null cells, nonpermissive temperature. Potency, µM (top dose mostly 46.1 µM), inactives show top-dose activity, negative = cell killing, hits mostly cytotoxic. 0.97% of 55,000 active. H1299 p53-null (neo) cells, 39C, ATPlite viability, 24 h;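 also: potency is read from the fitted curve at half-maximal effect; 0% = DMSO only and -100% = full killing by 100 µM tamoxifen; nearly all actives have a fitted effect of over 50% in size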
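Following overnight plating at 37C (600 cells/well), H1299-neo or H1299-p53A138V cells are dosed up to 46 uM. Incubation lasts 24 hr at 39C before ATP detection.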
NTMT1 inh: blocks human N-terminal methyltransferase 1 activity; Q9BV86; NTMT1 MTase-Glo SAH luminescence, purified enzyme; Potency, µM (titrated, usually from 114 µM), for the others: top-dose activity change, negative = inhibition, actives largely listed as inhibitors; 2.5% of 59,000 active; AID 1645870;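 also: potency is read from the fitted curve at half-maximal effect; plate controls were DMSO vehicle for no effect and no enzyme for full effect; nearly all actives have a fitted effect of over 65% in size; many of its hits are not listed in these tables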
Target sequence (Q9BV86 whole entry, looked up): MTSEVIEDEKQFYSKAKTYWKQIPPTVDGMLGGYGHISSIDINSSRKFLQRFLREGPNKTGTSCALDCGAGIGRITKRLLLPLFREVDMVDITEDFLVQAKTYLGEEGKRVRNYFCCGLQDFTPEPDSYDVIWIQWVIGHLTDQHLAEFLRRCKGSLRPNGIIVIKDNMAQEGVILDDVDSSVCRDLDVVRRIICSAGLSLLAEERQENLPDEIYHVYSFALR
B2AR arrestin ag: agonists recruiting beta-arrestin to human beta2-adrenergic receptor | HTLA Tango cells, beta-arrestin recruitment, luciferase luminescence, 18 h | 44,000 tested, under 10 active | Potency, µM (top dose mostly 46.1 µM), inactives show top-dose activation, actives largely listed as activators;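 also: potency is read from the fitted curve at half-maximal effect; 0% = DMSO and full agonism = EC100 isoproterenol or metaproterenol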
Target sequence (P07550 whole entry, looked up): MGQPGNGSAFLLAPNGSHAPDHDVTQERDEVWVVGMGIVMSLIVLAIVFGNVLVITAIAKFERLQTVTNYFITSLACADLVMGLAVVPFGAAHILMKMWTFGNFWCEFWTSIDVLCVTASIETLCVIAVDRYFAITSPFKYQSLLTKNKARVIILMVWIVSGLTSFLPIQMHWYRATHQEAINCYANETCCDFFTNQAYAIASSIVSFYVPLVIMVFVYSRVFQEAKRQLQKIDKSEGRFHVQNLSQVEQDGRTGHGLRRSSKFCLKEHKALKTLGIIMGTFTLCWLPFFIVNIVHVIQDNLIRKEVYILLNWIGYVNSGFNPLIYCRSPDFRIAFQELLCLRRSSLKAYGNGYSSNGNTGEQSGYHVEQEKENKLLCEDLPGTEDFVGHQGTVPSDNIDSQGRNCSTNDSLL
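Tango cell line, 1% FBS DMEM; cpd titration up to 46 microM; 18 hr, 37 degrees C, 5% CO2. Luciferin/ATP substrate mix added, 15 min RT, luminescence. %Activity, CRC fitting, curve-class categorization.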
p53null 32C tox: p53 null cell cytotoxicity, permissive temperature | H1299-neo p53 null cells, ATP luminescence, 24 h, 32C | Potency, µM (titrated, usually from 46.1 µM), for inactives: top-dose activity change, negative = cytotoxicity, most hits filed as cytotoxic | 0.62% of 55,000 active | AID 903;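 also: potency is read from the fitted curve at half-maximal effect; 0% = DMSO only and -100% = full killing by 100 µM tamoxifen; nearly all actives have a fitted effect of over 55% in size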
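Cells lacking p53 (H1299-neo) are plated at 600 per well and allowed to settle overnight at 37C. Test compounds (up to 46 uM) are added and held 24 hours at 32C, then ATP is quantified by luminescence.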
* = called active by the depositor; ? = inconclusive; nt = not tested or not shown; [ ] = another dose, or the depositor's remark. Calls follow the shape of the dose curve; as a rule, active = well fitted curve in the direction sought with a large enough effect; inconclusive = small, poorly fitted or top-dose-only effect, or another doubt; inactive = no such curve, though single readings can be large; an effect the other way counts as inactive or inconclusive. Some of the compounds tested; the hit share may differ from the screen's.

SMILES	TSG101-PTAP inh	FH mod	GALK inh	p53null 39C kill	NTMT1 inh	B2AR arrestin ag	p53null 32C tox
Cc1nnc(N2CCC(C(=O)NCc3ccc(F)cc3)CC2)c2nn(-c3ccc(Cl)cc3)c(C)c12	-5.7%	2.5%	-0.1%	-12.3%	?	0.2%	-11.0%
CCCCC(CC)CNC(=O)c1ccc(Cn2c(=O)[nH]c3cc(OC)c(OC)cc3c2=O)cc1 (stereo not drawn)	0.2%	13.0%	6.5%	12.6µM*	1.5%	0.5%	-11.0%
CCOC(=O)c1c(C)n(-c2ccccc2)c2ccc(OC(=O)c3ccc(OCC)c(OCC)c3)cc12	1.2%	?	1.6%	12.8%	7.2%	1.0%	3.8%
COc1ccccc1CNC(=O)C1(c2cccs2)CCOCC1	1.7%	-3.2%	3.7%	23.5%	-14.6%	-2.5%	0.7%
Cc1nc(N2CCOCC2)c2c(C(=O)NCc3cccc(Cl)c3)c(C)oc2n1	-0.4%	-4.1%	2.2%	1.5%	?	0.4%	-3.8%
CCCCNC(=O)C1CCN(S(=O)(=O)c2cc(Br)cc3c2N(C(=O)CC)CC3)CC1	-2.8%	-0.8%	-5.7%	-15.5%	5.0%	0.6%	9.2%
CCOc1ccc(NC(=O)CSc2ccc3ccccc3n2)cc1	-0.5%	-0.3%	-0.3%	-6.2%	22.2%	0.8%	1.0%
O=C(COc1ccccc1)Nc1sc2c(c1C(=O)Nc1ccccc1)CCCCC2	-2.3%	-19.5%	2.9%	3.1%	?	-1.7%	-0.3%
CCOC(=O)c1ccc(N2C(=O)c3n[nH]c(-c4ccco4)c3C2c2cccc(OC)c2)cc1 (stereo not drawn)	3.4%	?	1.6%	59.1%[activator]	14.7%	1.0%	51.5%[activator]
CCOC(=O)C1CCN(C(=O)c2ccc3c(=O)n4nc(Nc5cc(C)ccc5C)sc4nc3c2)CC1	-8.6%	-25.9%	1.8%	-2.2%	-17.8%	5.1%	14.8%
CCCn1c(=O)sc2cc(NC(=O)c3ccccc3OCC)ccc21	-3.1%	-3.8%	1.4%	-2.7%	-4.3%	-0.8%	-6.9%
Cc1ccc2sc(N(CCCN(C)C)C(=O)c3ccco3)nc2c1C	-1.0%	1.8%	0.7%	?	?	2.5%	-12.8%
Fc1ccc(-n2ncc3c(Nc4ccc(Oc5ccc(Cl)cc5)cc4)ncnc32)cc1	2.7%	14.1%	-0.7%	11.7%	0.5%	-0.9%	-9.7%
CC(C)c1nn2c(=O)cc(COC(=O)c3ccco3)nc2s1	-1.8%	8.5%	0.2%	-4.7%	-7.5%	0.5%	4.3%
CCc1ccc(-n2c(=O)c3c4c(sc3n(Cc3ccc(C)cc3)c2=O)CCC4)cc1	1.3%	0.1%	2.2%	-7.0%	-3.8%	-2.2%	4.9%

Record cards, as listed above. Screens in order: TSG101-PTAP inh | FH mod | GALK inh | p53null 39C kill | NTMT1 inh | B2AR arrestin ag | p53null 32C tox
Fc1ccc(-n2ncc3c(Nc4ccc(Oc5ccc(Cl)cc5)cc4)ncnc32)cc1 is entered as 2.7% | 14.1% | -0.7% | 11.7% | 0.5% | -0.9% | -9.7%
CCOC(=O)c1c(C)n(-c2ccccc2)c2ccc(OC(=O)c3ccc(OCC)c(OCC)c3)cc12 is entered as 1.2% | ? | 1.6% | 12.8% | 7.2% | 1.0% | 3.8%
CC(C)c1nn2c(=O)cc(COC(=O)c3ccco3)nc2s1 is entered as -1.8% | 8.5% | 0.2% | -4.7% | -7.5% | 0.5% | 4.3%
O=C(COc1ccccc1)Nc1sc2c(c1C(=O)Nc1ccccc1)CCCCC2 is entered as -2.3% | -19.5% | 2.9% | 3.1% | ? | -1.7% | -0.3%

Continuation:
SMILES	TSG101-PTAP inh	FH mod	GALK inh	p53null 39C kill	NTMT1 inh	B2AR arrestin ag	p53null 32C tox
COc1ccccc1NC(=O)Cn1c(=O)n(Cc2ccccc2)c(=O)c2sc3ccccc3c21	-6.0%	-22.3%	1.1%	-6.5%	-1.4%	1.1%	-1.0%
CCn1c(=O)cc(OCC(=O)N2CCN(c3ccccc3OC)CC2)c2ccccc21	-0.1%	-8.3%	2.0%	-12.7%	?	-0.9%	6.1%
CC(=O)c1cccc(NC(=O)Cn2c(=O)oc3cc(S(=O)(=O)NC4CCCC4)ccc32)c1	-0.3%	-14.0%	5.8%	-0.4%	-2.5%	0.1%	0.0%
Cc1ccc(CNC(=O)CSc2n[nH]c(-c3ccc(F)cc3)n2)cc1	1.4%	-25.9%	-1.0%	-15.1%	1.3%	0.2%	-12.7%
Cc1cc(C)cc(NC(=O)c2cc(CN3CCCC3)on2)c1	-5.3%	-0.9%	2.5%	-3.6%	-11.6%	-0.7%	-22.8%
O=C(NCCc1csc(-c2ccc(F)cc2)n1)c1cccs1	-1.1%	0.0%	2.3%	-20.5%	0.8%	-0.8%	-20.0%
O=C(CN1C(=O)CSc2ccc(S(=O)(=O)N3CCCCC3)cc21)NCc1ccc(F)cc1Cl	9.9%	-13.4%	4.3%	6.3%	-12.0%	-0.8%	3.1%
COc1ccc(C(=O)c2c(N)c(-c3nc(-c4ccc5c(c4)OCO5)cs3)c3ccccn23)cc1	7.5%	-19.0%	3.5%	-2.5%	23.6%	-3.5%	17.2%
Cc1ccccc1-c1nnc(CN2CCN(c3ccccn3)CC2)o1	1.5%	-0.9%	1.5%	-13.5%	-5.2%	0.2%	4.5%
CCc1cccc(NC(=O)Cn2c(=O)ccc3cc(S(=O)(=O)N4CCC(C)CC4)ccc32)c1	0.7%	-18.2%	5.2%	12.8%	13.6%	0.5%	2.0%
CCOc1ccc(NS(=O)(=O)c2ccc3[nH]cc(C(=O)NCCOC)c(=O)c3c2)cc1	0.1%	-16.3%	8.0%	-2.7%	15.3%	-1.8%	-0.3%
CC1=C(C(N)=O)C(c2cccc(C)c2)n2nc(-c3cccc(C)c3)nc2N1 (stereo not drawn)	1.9%	-3.4%	?	12.8%	4.3%	0.3%	-3.2%
Cc1ccc(CCNC(=O)C(C)n2nc(C)c3c(C)n(-c4ccc(C)cc4)nc3c2=O)cc1 (stereo not drawn)	0.4%	-7.0%	0.7%	-7.7%	9.6%	0.9%	6.9%
COC(=O)c1cc(NC(=O)CCc2c(C)nc3nc(C)nn3c2C)cc(C(=O)OC)c1	-0.1%	-1.8%	-3.0%	0.0%	-4.7%	-0.4%	-6.4%
Cc1cccc(C)c1NC(=O)CSCc1cnn(-c2ccccc2)c1-n1cccc1	-4.9%	?	?	18.4%	-1.7%	-2.2%	0.2%
CC(C)(C)C(=O)Cn1c(=O)n(-c2ccc(Cl)c(Cl)c2)c(=O)c2c3c(sc21)CCCC3	2.5%	-10.2%	0.3%	24.2%	7.9%	-0.2%	-1.2%
Cc1ccc(CCNC(=O)CCCn2nc(C)c3c(C)n(-c4ccccc4)nc3c2=O)cc1	-3.3%	1.4%	1.2%	4.6%	-9.1%	2.0%	12.0%
COc1cc(OC)c(NC(=O)Cc2c(C(=O)O)c(C)cn2C)cc1Cl	-2.3%	4.2%	0.6%	3.4%	11.8%	-3.2%	-2.7%
O=C(Nc1ccc(F)c(Cl)c1)N1CC=C(c2c[nH]c3ccccc23)CC1	52.9%[activator]	-10.7%	-0.9%	9.3%	-5.1%	-0.7%	2.1%
COc1ccc(CNC(=O)Cn2nnc(-c3ccc(S(C)(=O)=O)cc3)n2)cc1	-4.3%	-6.4%	6.1%	-2.1%	0.5%	0.0%	-13.1%
CCN1CCN(c2cc(C)c3cc(NC(=O)c4cc(Cl)ccc4OC)ccc3n2)CC1	3.6%	-14.5%	7.5%	?	?	-0.1%	?
Cc1ccc(C)c(NC(=O)Cn2c(=O)n(-c3ccccc3C)c(=O)c3c2c2cc(C)ccc2n3C)c1	8.0%	2.0%	1.8%	-0.4%	5.6%	-0.9%	5.3%
Cc1cccc(N2CCN(C(=O)Cn3ncc4c5ccccc5n(C)c4c3=O)CC2C)c1 (stereo not drawn)	-2.5%	-11.6%	-0.5%	-8.7%	?	-3.1%	15.1%
CCOC(=O)N1CCc2c(sc3c2c(=O)n(CCc2ccccc2)c(=O)n3Cc2c(F)cccc2Cl)C1	-6.4%	-10.4%	4.8%	-0.8%	1.9%	0.3%	-8.3%
COc1cc(-c2nnc(SCC(=O)N3CCCc4ccccc43)o2)cc(OC)c1OC	-1.8%	-14.2%	4.4%	-12.4%	-15.9%	1.6%	-4.2%
Cc1noc(-c2ccc(-c3noc(-c4ccc([N+](=O)[O-])c(C)c4)n3)cc2)n1	0.2%	-13.9%	-5.5%	15.9%	-3.0%	0.0%	3.9%
CCC(C(=O)Nc1ccc(C(=O)OC)cc1)n1nc(-c2ccc(C)c(C)c2)ccc1=O (stereo not drawn)	1.2%	-20.6%	-1.5%	-11.3%	7.8%	0.8%	0.9%
Cc1[nH]c2ccccc2c1C(=O)C(=O)NC1CC(=O)N(c2cccc(F)c2)C1 (stereo not drawn)	-5.3%	-11.5%	-9.0%	-11.0%	4.8%	-3.5%	7.0%
COc1ccccc1CN1CCN(C2CCN(C(=O)NC(C)C)CC2)C(=O)C1=O	-2.4%	-6.8%	2.7%	7.6%	0.8%	0.0%	-4.0%
O=S(=O)(NCC(c1ccco1)N1CCN(c2ccccc2)CC1)c1ccccc1 (stereo not drawn)	1.0%	-30.1%	-6.1%	8.4%	1.6%	-3.1%	10.1%
COc1ccc2oc(=O)c(-c3nc(-c4cc(OC)c(OC)c(OC)c4)no3)cc2c1	-1.1%	1.4%	2.8%	0.0%	-5.2%	2.7%	-3.0%
Cc1ccccc1C(=O)Nc1nnc(S(=O)(=O)N2CCCc3ccccc32)s1	1.2%	-14.4%	3.9%	1.3%	9.5%	0.2%	6.7%
COc1ccc(C)cc1NC(=O)C(CCSC)NS(=O)(=O)c1ccc2c(c1)oc(=O)n2C (stereo not drawn)	2.1%	3.2%	2.0%	14.6%	9.0%	2.3%	-21.5%
Cc1ccc2c(C)c(C(=O)N(Cc3ccc(Cl)cc3)C3CCS(=O)(=O)C3)oc2c1 (stereo not drawn)	-6.5%	?	0.0%	5.7%	-16.7%	1.1%	12.3%
COc1ccc(NC(=O)Nc2sc3nc4n(c(=O)c3c2C)CCC(C)CC4)cc1OC (stereo not drawn)	11.9%	nt	9.8%	-24.1%	nt	0.9%	0.6%
Cc1ccccc1N(C)C(=O)c1noc2c1COc1ccccc1-2	-1.3%	-27.6%	3.2%	-13.6%	-3.2%	-2.4%	2.8%
CCOc1ccc(CNC(=O)Cn2cc3c(n2)-c2c(oc(C(=O)N4CCCC4)c2C)CC3)cc1	-4.1%	-7.9%	3.5%	-19.8%	-16.9%	3.6%	-4.3%
O=C(CCn1cnnn1)Nc1cc(C(F)(F)F)cc(C(F)(F)F)c1	-0.7%	-18.0%	-1.7%	-0.6%	0.0%	0.0%	-16.3%
COc1cc(/C=C/c2nc3cc(Cl)ccc3c(=O)n2-c2cccc(C(F)(F)F)c2)cc(OC)c1OC	1.3%	-6.5%	1.6%	18.2%	-3.3%	0.1%	3.5%
